Bioassay records from PubChem BioAssay.
12-LOX inh = ALOX12 (human) lipoxygenase inhibition; P18054; AID 1671190; purified 12hLO, xylenol orange hydroperoxide absorbance; hit rate 1.1% among 580,000; Potency, µM (series often up to 108 µM), without a hit: at the highest dose activity change, negative = inhibition, hits mostly inhibitors; active = well fitted inhibition curve with a large enough effect; inconclusive = small, poorly fitted or top-dose-only effect, or another doubt; inactive = no such curve, though single readings can be large or run the other way
Target sequence (P18054 whole entry, looked up): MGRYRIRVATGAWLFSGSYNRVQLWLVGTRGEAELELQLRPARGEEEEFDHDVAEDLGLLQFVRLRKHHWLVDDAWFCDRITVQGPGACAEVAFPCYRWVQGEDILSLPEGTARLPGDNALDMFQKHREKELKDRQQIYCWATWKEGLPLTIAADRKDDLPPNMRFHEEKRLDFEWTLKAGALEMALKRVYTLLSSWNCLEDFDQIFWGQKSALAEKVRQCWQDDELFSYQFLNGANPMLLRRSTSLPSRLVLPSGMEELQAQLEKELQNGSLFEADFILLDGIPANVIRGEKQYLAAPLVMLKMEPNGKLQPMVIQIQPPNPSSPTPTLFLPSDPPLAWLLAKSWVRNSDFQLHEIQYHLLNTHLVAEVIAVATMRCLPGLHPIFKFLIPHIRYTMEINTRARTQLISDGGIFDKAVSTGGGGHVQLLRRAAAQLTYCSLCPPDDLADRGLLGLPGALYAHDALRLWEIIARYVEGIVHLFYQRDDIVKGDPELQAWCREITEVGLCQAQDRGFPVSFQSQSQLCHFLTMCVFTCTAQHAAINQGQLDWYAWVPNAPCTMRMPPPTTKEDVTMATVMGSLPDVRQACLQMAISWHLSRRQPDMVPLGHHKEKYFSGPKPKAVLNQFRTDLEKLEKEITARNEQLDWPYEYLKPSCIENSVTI
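Purified human 12hLO at 150 nM in 25 mM Hepes, 0.01% Triton X-100, pH 7.0, preincubated 15 min at room temperature with compound. Reaction started with 40 uM arachidonic acid, 30 min at room temperature. Hydroperoxide measured by Fe-xylenol orange, 573/405 nm absorbance ratio.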
* marks the source's active call; other numbers are inactive results; ? = inconclusive; & = joins results of further samples; [ ] = dose if it differs, or a comment. % is scaled to controls: 0 for no effect and ±100 for the full control effect; potency is read from the fitted curve at half-maximal effect.

Structure,12-LOX inh
COC(=O)C1CCN(Cc2ccc3c(c2)CN(C(=O)C2CCCN(c4ccccn4)C2)CCO3)CC1 (centres undefined),47%[activator]
Cn1c(CN2CCN(c3ccc(C#N)cn3)CC2)nnc1C1CC(N)C1 (centres undefined),63%[activator]
CC(=O)Nc1ccc(-c2c(-c3cccc(C)c3)nn(-c3ccc(F)cc3)c2OC(C)=O)cc1,?
O=C(O)c1cnc2c(c1)n(CCN1CCCC1)c(=O)n2CCc1ccccn1,14%
Nc1[nH]c(C(=O)c2ccc(Br)cc2)c(-c2ccc(Cl)cc2)c1C(=O)NCCc1c[nH]c2ccccc12,-17%
Cc1c(CC(=O)NCC2CCCOC2)c2c(n1CC(C)C)CC(C)(C)CC2=O (centres undefined),?
CN1Cc2ncnc(NCCc3ccc(F)cc3)c2CN(c2ccc(Cl)cc2)C1=O,71µM*
COc1ccc(C(=O)N[C@H]2COC[C@H]2Cc2cc(C)no2)c(OC)n1,25%
O=C1N(c2ccc(F)cc2)CCOC12CCN(Cc1ccccc1Cl)CC2,18%[176 µM]
Cc1cc(=O)n(CC(=O)NCc2ccc(F)cc2)c(N2CCc3ccccc3C2)n1,1%
Cc1noc(C)c1[S+](=O)([O-])N1CCCC2(C1)NC(=O)c1ccccc1O2 (centres undefined),22%
CC(NC(=O)c1ccc(C(C)(C)C)cc1)C(=O)N1CCN(c2ccccn2)CC1 (centres undefined),1%
O=C(Cc1cccc(F)c1)N1CCC(N2CC3CC(C2)[C@H]2CCCC(=O)N2C3)CC1 (some centres undefined),33%
COC(=O)c1sccc1NC(=O)N1CCCCCCNC(=O)CC1,19%
C#CCNC(=O)C[C@@H]1c2nc(NC(=O)OCC=C)sc2C[C@@H]2[C@](C)(CO)[C@H](O)CC[C@]21C,?
COc1ccc(C(=O)N[C@H]2CO[C@H]3[C@@H]2OC[C@@H]3Nc2nccc(C(C)(C)C)n2)cc1,18%[176 µM]
Cc1cc(C)cc(NC(=O)Cn2c(N3CCc4ccccc4C3)nc(C)cc2=O)c1,-8%
CC(C)OCCNc1nccc(C2(c3ccccc3Cl)CCNCC2)n1,?
O=C(NC1CC1)c1cc(Br)cn2ccnc12,51%&4%[activator][176 µM]
COC(=O)CC1CCN(C(=O)C2CC(=O)N(c3n[nH]c4ccccc34)C2)CC1 (centres undefined),30%[activator]
CN(c1cc(=O)c2ccnc(N3CCOCC3)c2o1)C1CCOCC1,21%[176 µM]
O=C1NCCCCCN(C(=O)C2CCC2)[C@H]2CCCC[C@@H]12,9%
Cc1ccc(C(=O)N2CCC(n3nccc3NC(=O)C3CCOC3)CC2)cc1C (centres undefined),26%
O=C(NCc1cc(F)cc(F)c1)C1(c2ccc(Cl)cc2)CCOCC1,1%[6.33 µM]
O=C(NC1C[C@H]2CC[C@@H](C1)N2C(=O)c1cccs1)c1ccncc1 (some centres undefined),16%
CN(C)c1nc2c(c(=O)[nH]1)CCN(Cc1ccc(Br)cc1)CC2,25%
CC[C@H]1CN(S(=O)(=O)c2ccccc2)CC[C@H]1CC(=O)O,3%[176 µM]
C[C@@]1(O)CCN(Cc2ccccc2F)C[C@H]1N1CCCC1,46%[activator]
O=C(CC1CCN(C(=O)c2ccc(F)c(F)c2)C1)NCc1ccccc1 (centres undefined),13%
Cc1nc(N2CCCCC2)n(CC(=O)Nc2ccc(Br)cc2F)c(=O)c1C,1%
COCCN1C(=O)Cc2ccccc2C1C(=O)N(C)Cc1ccco1 (centres undefined),12%
COc1ccc(C[C@H](NC(=O)[C@@]2(O)C[C@@H](O)[C@H](O)[C@@H](NC(=O)Nc3ccc(OC(F)(F)F)cc3)C2)C(N)=O)cc1,10%
O=C(c1cccc(Cl)c1)N1CC(CNc2cccnc2)C2(C1)CN(c1ccccc1)C2 (centres undefined),44%[activator][176 µM]
Cc1cnc(C2CC2)n1CC1CCN(C(=O)C(C)C)CC1,31%[activator]
Cn1cccc1CN1CCCCCCNC(=O)[C@@H]2CCC[C@@H]21,81%[activator]
CC(C)c1ccc(-n2cc(CN3CCN(C(=O)N(C)C)CC3)cn2)cc1,6%
CC(=O)N1CCC(N2CC[C@@H]3C(=O)NCCCCCCN(Cc4ccncc4)[C@@H]3C2)CC1,97%[activator]
CC(=O)N1CCCC(c2nn(C)c(=O)n2Cc2ccccc2)C1 (centres undefined),29%
COC(=O)CNC(=O)c1cc(Br)cn2ccnc12,71%[activator][176 µM]
COC1CCC12CCNCC2 (centres undefined),20%
Cc1ccccc1C(CNC(=O)c1cc(-c2ccc(F)cc2)n[nH]1)N(C)C (centres undefined),142%[activator]
COc1ccccc1N1CCCc2ncc(C(=O)N3CCN(C(C)=O)CC3)cc21,-3%[176 µM]
CN(C)c1cccc(C(=O)NC2CCN(c3cc(-c4ccc(Cl)cc4)[nH]n3)CC2)c1,40%
COc1cc(=O)n2c(c1C(=O)Nc1cccc(C)c1)CCCC2,33%
COc1ccc(NC(=O)N2CC(=O)N3[C@H](CO)[C@@H](c4ccc(Br)cc4)[C@@H]3C2)cc1,?
O=C(NC1CCCCC1)[C@@H]1C[C@@H](O)CN1C1CCN(C(=O)c2ccccn2)CC1,26%
CC1(c2nnnn2C2CCCCC2)CCCC(=O)N1CCc1ccc(O)cc1 (centres undefined),30%
CCOc1cc(=O)n2c(c1C(=O)Nc1ccc(C)cc1Cl)CCCC2,26%
O=C1NCN(Cc2ccc(Cl)cc2)C12CCN([S+](=O)([O-])c1cccc(C(F)(F)F)c1)CC2,-7%
O=C(NCc1ccc(Cl)nc1)c1ccc2cncn2c1,57%[activator][176 µM]
O=C(c1cc2ccccc2[nH]1)N1C[C@@H](CO)[C@H](c2ccccn2)C1,-8%
COc1cccc(CCC(=O)N2CCCC(Nc3ccc(F)cc3)C2)c1 (centres undefined),?
Cc1cc(C(=O)N2C[C@@H]3CCCN4CCC[C@@H]([C@H]34)[C@H]2CCCC(=O)NCc2ccccc2)nn1C,31%[activator]
COCC1CN(Cc2ccc(C(C)C)cc2)CC12CCNCC2 (centres undefined),53%
O=C(CC1CCCCC1)N1CCCC(CN2CCCC2)C1 (centres undefined),28%
CC(C)CN1CCN(C2CCOC3(CCN(S(=O)(=O)c4cccs4)CC3)C2)CC1 (centres undefined),5%
CN(C)S(=O)(=O)N1CCC(N2C(=O)C3(CCCCC3)C2c2ccccc2)CC1 (centres undefined),58%[activator]
O=C(NC[C@H]1O[C@H](Cc2cc(-c3ccccc3)on2)CC[C@@H]1O)c1ccccc1F,-3%[176 µM]
CCN1CCc2[nH]cnc2C12CCN(C(=O)c1cccnc1SC)CC2,29%
COCC1CN(C(=O)CN2CCCC2=O)CC12CCNCC2 (centres undefined),38%

Four entries from above in a different format.
| 12-LOX inh | Molecule |
| --- | --- |
| ? | COc1cccc(CCC(=O)N2CCCC(Nc3ccc(F)cc3)C2)c1 (centres undefined) |
| 31%[activator] | Cc1cc(C(=O)N2C[C@@H]3CCCN4CCC[C@@H]([C@H]34)[C@H]2CCCC(=O)NCc2ccccc2)nn1C |
| 53% | COCC1CN(Cc2ccc(C(C)C)cc2)CC12CCNCC2 (centres undefined) |
| 28% | O=C(CC1CCCCC1)N1CCCC(CN2CCCC2)C1 (centres undefined) |

At a glance, some entries already given.
Structure,12-LOX inh
CCN1CCc2[nH]cnc2C12CCN(C(=O)c1cccnc1SC)CC2,29%
COCC1CN(C(=O)CN2CCCC2=O)CC12CCNCC2 (centres undefined),38%

Single values from the list:
`CC(=O)N1CCC(N2CC[C@@H]3C(=O)NCCCCCCN(Cc4ccncc4)[C@@H]3C2)CC1` – 12-LOX inh = 97%[activator]
`COCC1CN(C(=O)CN2CCCC2=O)CC12CCNCC2` (centres undefined) – 12-LOX inh = 38%
`CC(C)CN1CCN(C2CCOC3(CCN(S(=O)(=O)c4cccs4)CC3)C2)CC1` (centres undefined) – 12-LOX inh = 5%

Other compounds:
Structure,12-LOX inh
CC(=O)N1CCC(N2CC3(C2)C(=O)N(CCCN2CCCC2=O)C(=O)[C@@H]2C[C@@H](O)CN23)CC1,14%
COc1ccc(C(=O)N2CC[C@H](CO)[C@H](NC(=O)C3CC3)C2)c(OC)n1,56%[activator]
Cn1nc(C2CCN(C(=O)c3ccc(F)cc3)CC2)[nH]c1=O,17%[176 µM]
O=S(=O)(c1ccc(F)cc1)N1CCC2(CC1)CC(N1CCOCC1)CCO2 (centres undefined),33%
CN1C(=O)c2cccn2CC1CNC(=O)c1n[nH]c2ccccc12 (centres undefined),65%[activator]
O=C(Cc1ccsc1)Nc1ccc(-c2nnc3n2CCCC3)cc1,25%
CC(C)N1C(=O)C2(CCCCC2)C1C(=O)N1CCOCC1 (centres undefined),-2%
O=C(c1ccc2c(c1)OCCO2)N1CCc2[nH]nc(-c3ccccc3F)c2C1,40%[activator]
COc1ccc(C2(C(=O)N3C[C@@H](Oc4ccccc4)C[C@H]3C(=O)N3CCCC3)CC2)cc1,32%
N#Cc1ccc(CNC2(Cc3cc(COc4ccccc4)on3)COC2)cc1,5%[176 µM]
COc1cccc(-c2nc(N3CCOCC3)cc3c2CN(Cc2ccccc2)C3=O)c1OC,?
COCCN1CCCC2(CCN(C(=O)c3oc4cc(C)ccc4c3C)C2)C1=O (centres undefined),4%
O=C1NC(=NC2CCCC2)C2(CCCN(Cc3ccsc3)C2)N1c1cc(F)cc(F)c1 (centres undefined),-1%[6.33 µM]
COc1ccc(C2=NOC3(CCCN(C(=O)c4ccccn4)C3)C2)cc1 (centres undefined),2%[6.33 µM]
Cc1nn(C)c(C)c1S(=O)(=O)N1CCC(c2noc(-c3cccnc3)n2)C1 (centres undefined),22%
COc1cccc([S+](=O)([O-])N2CCC3(C2)OC(=O)Nc2cnccc23)c1 (centres undefined),?
Cc1c(Cn2ccnc2-c2cc(C#CCO)cs2)oc2ccccc12,89%[activator]
CN(CCc1ccccc1)[C@@H]1[C@H](O)[C@H](CO)O[C@@H]1CNS(=O)(=O)c1ccccc1,?
O=C([C@H]1CCC[C@@H](O)C1)N1CCN(C2Cc3ccccc3C2)CC1,5%
CNC(=O)c1cn2c(n1)CN(C(=O)OCc1ccccc1)CC2,1%[6.33 µM]
COCCN1CCOC[C@H]2CCN(C(=O)c3ccoc3)C[C@H]21,34%[activator]
Cc1cn2nc(C(=O)N3CCC(NC(=O)c4cccc(N(C)C)c4)CC3)cc2c(=O)[nH]1,20%
CN1C(=O)COC[C@@H]1[C@H](O)c1ccc(NC(=O)c2ccc3c(c2)OCO3)cc1,29%[176 µM]
Cc1cc(C(=O)NCC2Cn3cccc3C(=O)N2Cc2ccccc2)n(C)n1 (centres undefined),3%
O=C1c2cnc(-c3ccc(Cl)cc3)nc2OCCN1Cc1ccccc1,0%[176 µM]
CC1CCN(CC2CCCCCN2C(=O)CC2CCCC2)CC1 (centres undefined),24%
Cc1ccc(C(=O)N2CCC(N3C(=O)C4(CCCC4)C3c3scnc3C)CC2)cn1 (centres undefined),4%
CCCCS(=O)(=O)N1C[C@@H](C(N)=O)[C@H](C2CCN(C)CC2)C1,22%
COc1cc2c(cc1OC)C(C(=O)O)C(c1ccc3c(c1)OCO3)N(C)C2=O (centres undefined),-9%
COc1ccc(CN2CC3(CCN(C(=O)Nc4ccc(OC)cc4OC)CC3)C2=O)cc1,8%

Two records drawn at random from the list so far:
Structure,12-LOX inh
Cc1c(Cn2ccnc2-c2cc(C#CCO)cs2)oc2ccccc12,89%[activator]
COc1ccc(CN2CC3(CCN(C(=O)Nc4ccc(OC)cc4OC)CC3)C2=O)cc1,8%

Other entries
Structure,12-LOX inh
C[C@H](CO)N1C[C@H](C)[C@@H](CN(C)C(=O)Nc2ccccc2)OCc2cn(nn2)CCCC1=O,-18%
COc1ccccc1[C@@H]1CN(C(=O)CCc2ccncc2)C[C@H]1C(=O)O,34%
CN1CC(=O)N(C2CCC2)Cc2c(NC3CCCC3)ncnc21,7%[6.33 µM]
CC(C)c1noc(-c2cn(C3CCN(C(=O)c4ccco4)CC3)nn2)n1,9%
COc1cc(NC(=O)Cn2c(N3CCc4ccccc4C3)nc(C)cc2=O)cc(OC)c1OC,?
c1ccc(-c2ccc3ncc(Nc4ccccn4)n3n2)cc1,?
CN1CCC2(Cc3ccccc3CN(C(=O)C3CCCC3)C2)C1 (centres undefined),-1%[6.33 µM]
CN1CCOc2c(C(=O)NCC[S+](C)(=O)[O-])cc(-c3ccccc3F)cc21,-3%[176 µM]
O=C(O)C[C@@H]1CCN(C(=O)C2CCCC2)C[C@@H]1CCN1CCN(c2ccccc2)CC1,3%[176 µM]
O=C(Cc1ccc(F)cc1)N1CCN(c2cc(-c3ccc(Cl)cc3)[nH]n2)CC1,-8%
C[C@@H](NC(=O)C1=C[C@@H](NS(=O)(=O)c2cccc(C(F)(F)F)c2)[C@@H](O)[C@H](O)C1)C(N)=O,18%
CCc1nc2c(c(-c3ccc(O)cc3)n1)CN(Cc1cccc(C(F)(F)F)c1)CC2,?
COc1ccc(Cl)cc1NC(=O)c1c(OC)cc(=O)n2c1CCCC2,33%
CO[C@H]1C(=O)N(C(C)C)[C@H]1C1CCN(C(=O)c2cnccn2)CC1,28%
O=C(CCC1CCCC1)NCC12CCC=C1N(CC1CC1)C(=O)CC2 (centres undefined),13%

This is a subset; count on the stated rates, not on these rows.
